Screening data from PubChem.
TR SRC2 fluor cs: alters Texas Red total fluorescence, flagging assay interference | AID 1479 | 280,000 compounds, 0.29% hits | Potency, µM (top dose mostly 106 µM), without a hit: at the top dose fluorescence change, negative = quenching | TRb/SRC2 Texas Red total fluorescence interference; active = well fitted curve in either direction with a large enough effect; inconclusive = small, poorly fitted or top-dose-only effect; note: potency is the fitted concentration of half-maximal effect; % is set by controls: 0 for no effect and ±100 for the full control effect
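Flags fluorescent or light-absorbing compounds by total fluorescence, S + 2P, at 555 nm excitation and 632 nm emission. Mixture: 20 nM Texas Red SRC2 peptide, 0.6 uM human TRb LBD, 1 uM T3, 5% DMSO; compound exposure 5 h at ambient temperature.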
CBFb-RUNX1 inh: inhibitors of human CBF-beta and RUNX1 interaction. Q01196+Q13951. AlphaScreen CBFb-His/RUNX1-biotin binding, biochemical. Potency, µM (doses to about 59.8 µM), inactives show at the top dose activity, negative = inhibition, most hits filed as inhibitors. 230,000 tested, under 10 active. AID 1477; note: % of control where 0% means no effect
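His-tagged CBF-beta and biotinylated RUNX1 (30 nM each) were premixed 20 min at room temperature, exposed to compound for 15 min, then given nickel-chelate and streptavidin AlphaScreen beads (50 ng each). After 90 min, AlphaScreen signal was read.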
NPSR antagonist: antagonists of human neuropeptide S receptor cAMP signaling; Q6W5P4; CHO-NPSR cells, cAMP TR-FRET, antagonist mode; Potency, µM (doses to about 38.3 µM), inactives show at the highest dose activity change, negative = inhibition, usual class: inhibitors; 220,000 compounds, 1% hits; note: potency is the fitted concentration of half-maximal effect; % is set by controls: 0 for no effect and ±100 for the full control effect; nearly all actives have a fitted effect of over 50% in size; many of its hits are not listed in these tables
Tau fluor counter: counter-screen for tau fibril formation inhibitors | tau K18 P301L Alexa594 fluorescence, heparin fibrillization | Potency, µM (doses to about 57.7 µM), for inactives: at the highest dose activity change, negative = decrease | 280,000 compounds, 0.93% hits | AID 1463; note: potency is the fitted concentration of half-maximal effect; % is set by controls: 0 for no effect and ±100 for the full control effect; nearly all actives have a fitted effect of over 55% in size
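Human tau K18 P301L (15 uM unlabeled, 0.24 uM Alexa 594-labeled) in 100 mM sodium acetate pH 7 with 20 uM heparin, 6 hr at 37 C. ThT 30 uM added, 1 hr ambient; Alexa 594 FP and total fluorescence read at 555/632 nm.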
Tau FP inhib: inhibitors of human tau fibril formation; 280,000 compounds, 0.39% hits; K18 P301L tau heparin fibrillization, Alexa594 FP, 6 h; P10636; Potency, µM (highest dose often 57.7 µM), for inactives: at the top dose activity, negative = inhibition, hits mostly inhibitors; note: potency is the fitted concentration of half-maximal effect; % is set by controls: 0 for no effect and ±100 for the full control effect; nearly all actives have a fitted effect of over 55% in size
Target sequence (P10636 561-689 P618L limits assumed): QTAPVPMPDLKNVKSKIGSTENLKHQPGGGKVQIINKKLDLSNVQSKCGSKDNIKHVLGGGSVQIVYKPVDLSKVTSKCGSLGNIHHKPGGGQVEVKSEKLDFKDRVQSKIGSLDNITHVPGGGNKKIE
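Compound effects on tau fibrillization are measured by Alexa 594 fluorescence polarization (ex 555, em 632 nm). K18 P301L tau is used at 15 uM with 0.24 uM labeled tracer, and 20 uM heparin induces aggregation over 6 hr at 37 C.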
Epigenetic reg: derepresses silenced GFP reporter in murine cells | murine LDR cells, GFP reporter derepression, 30 h | Potency, µM (highest dose often 53.9 µM), for the others: at the top dose GFP activation, actives largely listed as activators | 280,000 compounds, 0.2% hits | AID 1865; note: potency is the fitted concentration of half-maximal effect; % of control where 0% means no effect; nearly all actives have a fitted effect of over 60% in size
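In this reporter-derepression format, murine cells bearing a silenced integrated CMV-GFP locus incubate with test compound (30 h, 37 C), then are washed and imaged; fluorescent objects of 20–120 um count as induced cells.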
GLA spleen mod: inhibits or activates alpha-galactosidase in human spleen homogenate; human spleen homogenate, 4MU-alpha-Gal fluorescence, 40 min; Potency, µM (doses to about 80 µM), for the others: at the top dose activity change, negative = inhibition, usual class: inhibitors; 240,000 compounds, 0.008% hits; AID 2107;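 note: potency is the fitted concentration of half-maximal effect; 0% = enzyme with vehicle and -100% = no enzyme basal signal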
Target sequence (P06280 32-429 limits assumed): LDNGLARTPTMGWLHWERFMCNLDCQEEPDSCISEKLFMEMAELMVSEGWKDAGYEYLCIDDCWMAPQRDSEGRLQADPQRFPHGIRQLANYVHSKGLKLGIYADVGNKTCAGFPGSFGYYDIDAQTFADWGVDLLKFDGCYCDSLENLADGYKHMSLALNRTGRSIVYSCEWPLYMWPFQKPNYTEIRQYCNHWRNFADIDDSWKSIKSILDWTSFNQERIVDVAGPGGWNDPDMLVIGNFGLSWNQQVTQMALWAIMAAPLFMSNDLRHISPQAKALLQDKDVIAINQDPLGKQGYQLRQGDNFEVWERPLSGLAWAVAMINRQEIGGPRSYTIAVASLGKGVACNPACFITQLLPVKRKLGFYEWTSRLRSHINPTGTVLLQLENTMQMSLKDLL
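Spleen homogenate 1 ug + cpd (titration) + 4-MU-alpha-D-galactopyranoside 1 mM; 37C 40 min; 50 mM citrate/phosphate pH 5.0, 0.01% Tween-20; stop pH 10; fluorescence 365/440; AC50 via Hill.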
TRb SRC2 PPI: disrupts binding of human TR beta to SRC2 | TRbeta-SRC2 peptide binding, fluorescence polarization; receptor liganded with 1 µM T3 | Potency, µM (highest dose often 106 µM), without a hit: at the highest dose activity change, negative = inhibition, hits mostly inhibitors | 280,000 compounds, 0.065% hits | AID 1469;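 note: potency is the fitted concentration of half-maximal effect; plate controls were bound peptide for no effect and peptide without receptor for full effect; nearly all actives have a fitted effect of over 50% in size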
Target sequence (P10828 whole entry, looked up): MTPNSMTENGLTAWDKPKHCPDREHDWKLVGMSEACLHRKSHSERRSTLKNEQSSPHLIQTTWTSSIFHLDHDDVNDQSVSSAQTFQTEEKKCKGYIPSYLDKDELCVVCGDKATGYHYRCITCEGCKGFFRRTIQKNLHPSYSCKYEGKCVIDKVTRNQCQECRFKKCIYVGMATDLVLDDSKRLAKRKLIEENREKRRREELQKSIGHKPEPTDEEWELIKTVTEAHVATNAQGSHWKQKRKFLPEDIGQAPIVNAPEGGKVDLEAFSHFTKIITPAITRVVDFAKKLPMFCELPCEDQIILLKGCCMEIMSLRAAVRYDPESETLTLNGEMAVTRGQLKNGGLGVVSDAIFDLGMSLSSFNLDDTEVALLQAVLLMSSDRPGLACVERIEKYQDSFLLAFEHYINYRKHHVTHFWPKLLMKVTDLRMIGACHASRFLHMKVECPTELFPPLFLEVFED
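Compounds were added to 0.6 uM TRb ligand-binding domain and 20 nM Texas Red-labeled SRC2 peptide in Tris buffer containing 1 uM T3, incubated 5 hr at ambient temperature, then read by fluorescence polarization.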
Numbers without * were called inactive; u = inconclusive; x = not tested or not shown; & = joins results of further samples; [ ] = dose if it differs, or a comment. Unless noted, calls come from the whole dose curve; as a rule, active = well fitted curve in the direction sought with a large enough effect; inconclusive = small, poorly fitted or top-dose-only effect, or another doubt; inactive = no such curve, though single readings can be large; an effect the other way counts as inactive or inconclusive. These rows are one share of the data; rates above refer to the full screens.

Compound,TR SRC2 fluor cs,CBFb-RUNX1 inh,NPSR antagonist,Tau fluor counter,Tau FP inhib,Epigenetic reg,GLA spleen mod,TRb SRC2 PPI
CCOC(=O)C1=C(C)Nc2ccccc2N=C1NC(=O)C(CC)c1ccccc1 (stereo unspecified),-3%,5%,3%,-11%,6%,0.0%,-6%,4%
Cc1ccc(NC(=O)Cn2cc(C(=O)c3cccs3)c3ccccc32)cc1C,u,x,x,u,u,-1.0%,x,-6%
COc1ccc(C)cc1NC(=O)CCN1CCCC1,-5%,-1%,-11%[46.1 µM],-6%,-11%,0.0%,3%,2%
CC(C)C(C(=O)NCC1CCCO1)N(Cc1cccs1)C(=O)CNS(=O)(=O)c1ccccc1 (stereo unspecified),-2%,4%,3%,4%,-4%,0.0%,-1%,-2%
C[C@]12CCC(=O)C=C1CCC1C3CC[C@](O)(C(=O)CO)[C@@]3(C)CC3OC312 (stereo partly specified),-1%,-9%,x,-3%,-3%,12%,3%,1%
CC(=O)N1CCc2cc(S(=O)(=O)NC(C(=O)Nc3ccc(C)cc3C)C(C)C)ccc21 (stereo unspecified),1%,x,x,1%,-5%,-4.9%,x,-2%
Cn1c(=NC(=O)c2ccccc2[N+](=O)[O-])sc2cc(S(C)(=O)=O)ccc21,0%,0%,13%,-12%,1%,7.9%,-7%,1%
COc1ccc(S(=O)(=O)c2c(Nc3cccc(C)c3C)sc(C(=O)c3ccccc3)c2N)cc1,-1%,x,x,-5%,-14%,-4.5%,x,4%
Cc1cc2nc(-c3ccc(SCc4ccccc4C#N)nc3)[nH]c2cc1C,-1%,8%,-24%[46.1 µM],u,u,1.2%,1%,-3%
COCCCNC(=O)CNC(=S)N(Cc1ccccc1)Cc1cccnc1,0%,4%,-2%,-6%,-2%,-3.1%,-2%,5%
CCN1CCN(c2nc3c(C)cccn3c(=O)c2/C=C(\C#N)S(=O)(=O)c2ccc(C)cc2)CC1,-4%,-5%,u,-16%,-5%,-0.8%,0%,-3%
O=C(CCSCc1ccc(Cl)cc1)NCCc1ccccc1,-3%&-22%,5%,-14%[46.1 µM],-12%&-15%,2%&-8%,1.2%&0.3%,9%,-11%&0%
O=C(CSc1cn(Cc2ccccc2)c2ccccc12)Nc1nccs1,1%,-9%,u,-30%,-11%,-0.3%,-4%,-12%
COC(=O)c1ccc(NC(=O)C2(S(=O)(=O)c3ccc(C)cc3)CC2)cc1,12%,x,x,-28%,-7%,0.8%,x,6%
CCOc1ccc(-n2c(C)cc(/C=C3/C(=N)N4C(=NC3=O)SN=C4S(C)(=O)=O)c2C)cc1,-2%,-15%,-57%,-22%,1%,5.9%,-5%,-2%
CCN(CC)CCCNC(=O)c1ccc2c(SCC(=O)O)c3c(nc2c1)CCC3,-4%,4%,8%,-2%,-7%,0.2%,25%,3%
Cc1ccc(S(=O)(=O)N(CC(O)CN2CCCC2)c2ccccc2)cc1 (stereo unspecified),1%,-7%,1%[46.1 µM],-3%,-4%,-5.6%,2%,8%
Cc1nn(Cc2c(F)c(F)c(F)c(F)c2F)c(C)c1NC(=O)c1c(-c2ccccc2)nn(-c2ccccc2)c1C,0%,3%,-21%[46.1 µM],4%,-2%,6.3%,4%,13%
O=C(COC(=O)c1ccc(F)cc1F)Nc1ccc2[nH]c(=O)[nH]c2c1,-2%,-1%,-8%,-27%,9%,-1.4%,-1%,6%
CN(CC(=O)Nc1ccc(Cl)cc1)C(=O)c1cccc(S(=O)(=O)N(C)C)c1,-36%,11%,-6%[46.1 µM],-10%,-18%,0.0%,-7%,-7%
CCCn1c2c(c(O)c(C(=O)NCc3ccccc3)c1=O)CCCC2,6%,18%,-20%[46.1 µM],-16%,-7%,-0.9%,-2%,3%
CCN(Cc1ccccc1)C(=O)c1cc2c(s1)-c1c(C)cccc1OC2,0%,x,x,-11%,6%,0.0%,x,0%
O=C(CSc1nc2c([nH]c3ccccc32)c(=O)n1-c1ccc(F)cc1)NCC1CCCO1 (stereo unspecified),3%,x,x,-9%,-7%,1.1%,x,0%
COc1ccccc1NC(=O)c1cc2ccccc2o1,-6%,4%,-15%[46.1 µM],-19%,-6%,3.0%,-2%,3%
COc1ccccc1NC(=O)c1cc(S(=O)(=O)NCCC2=CCCCC2)ccc1F,-2%,x,x,-27%,-8%,0.0%,x,8%
CCCOc1ccc(CNC(=O)c2ccc(-n3c(C)cc4c3CCC(C)C4)cc2)cc1 (stereo unspecified),-11%,x,x,-13%,-12%,u,x,-2%
CCc1nnc(NC(=O)c2sc3nc4c(cc3c2N)CCCCCC4)s1,1%,-25%,-50%,-24%,-8%,-1.0%,-2%,-8%
CC(C)C(=O)NC(Nc1cccc([N+](=O)[O-])c1)C(Cl)(Cl)Cl (stereo unspecified),-3%,6%,-5%,-1%,12%,4.8%,12%,-5%
N/C(=N\OC(=O)COc1ccc(Br)cc1)c1cccc([N+](=O)[O-])c1,2%,3%,7%,7%,-2%,1.1%,2%,3%
CCOCCCn1c(=N)c(C(=O)NCc2ccc3c(c2)OCO3)cc2c(=O)n3cccc(C)c3nc21,-1%,-3%,-14%[46.1 µM],-9%,u,0.9%,6%,-1%
CC(=O)c1cc(CN2CCC(N3CCC(C(=O)N4CCCC4)CC3)CC2)cs1,-16%,-3%,4%,-54%,5%[2.34 µM],1.1%,5%,9%
Cc1cccc(NC(=S)N(Cc2ccc(Br)cc2)Cc2ccc(C(=O)O)cc2)c1,-2%,0%,-46%,-9%,-5%,1.1%,2%,-7%
COc1ccc(CCNC(=O)CCN2C(=O)c3cccc4cccc(c34)C2=O)cc1OC,-6%,11%,-2%,8%,-3%,1.1%,7%,-3%
COC(=O)c1scc(-c2ccc(C)cc2)c1S(=O)(=O)N1CCN(c2ccc(C)cc2C)CC1,-3%,x,x,-6%,1%,0.0%,x,0%
COc1ccc(CCNC(=O)c2ccc(-c3cccc([N+](=O)[O-])c3)o2)cc1OC,2%,0%,-17%,u,12%,-1.3%,1%,-7%
CNCCCNC(=O)c1ccc(/C=N/O)nc1,-1%,-15%,4%,-3%,-6%,-0.3%,9%,-3%
COc1ccc(/C(N)=N/OC(=O)c2cc(-c3ccccc3)nc3ccccc23)cc1,0%,3%,-1%[46.1 µM],-8%,-10%,-2.2%,-4%,-2%
CCc1c(C)nc2cc(-c3ccc(OC)c(OC)c3)nn2c1N1CCCC1,-2%,-8%,-25%[46.1 µM],-17%,13%,-6.8%,16%,-6%
CCc1ccc(N2C(=O)CSC23C(=O)N(Cc2ccc(C)cc2)c2ccccc23)cc1 (stereo unspecified),-3%,x,x,-24%,9%,0.9%,x,-3%
CC(C)N=C1NN=C(c2ccc(Cl)c(Cl)c2)CS1,-5%,-28%,-12%,u,4%,3.9%,-3%,0%

Three compounds from above, showing only TRb SRC2 PPI, TR SRC2 fluor cs and GLA spleen mod:
Compound	TRb SRC2 PPI	TR SRC2 fluor cs	GLA spleen mod
COc1ccc(/C(N)=N/OC(=O)c2cc(-c3ccccc3)nc3ccccc23)cc1	-2%	0%	-4%
COC(=O)c1scc(-c2ccc(C)cc2)c1S(=O)(=O)N1CCN(c2ccc(C)cc2C)CC1	0%	-3%	x
Cc1cccc(NC(=S)N(Cc2ccc(Br)cc2)Cc2ccc(C(=O)O)cc2)c1	-7%	-2%	2%

Next part:
Compound,TR SRC2 fluor cs,CBFb-RUNX1 inh,NPSR antagonist,Tau fluor counter,Tau FP inhib,Epigenetic reg,GLA spleen mod,TRb SRC2 PPI
Cc1cccc(C(=O)N2CCC(=O)N([C@H](COCc3ccccc3)Cc3ccccc3)CC2)c1,-4%,3%,x,-6%,8%,-0.6%,2%,6%
O=C(CSc1nc2[nH]ncc2c(=O)n1-c1ccccc1)c1ccc2c(c1)OCCO2,1%,11%,u,-24%,-9%,-1.8%,1%,-2%
Cc1ccc(S(=O)(=O)NNC(=O)C2COc3ccccc3O2)cc1C (stereo unspecified),0%,-8%,6%,2%,-3%,-1.2%,-1%,5%
O=C1CS/C(=N/N=C2CCCC2)N1,-1%,-7%,2%,-5%,-1%,7.2%,6%,-2%
COc1ccc(S(=O)(=O)NCCc2sc3nc(-c4ccc(C)cc4)nn3c2C)cc1C,-2%,x,x,-16%,2%,5.5%,x,0%
O=C(Nc1ccc(C(=O)Oc2ccccc2)c(O)c1)c1ccco1,1%,18%,-19%[46.1 µM],u,u,0.6%,-5%,-8%
CCc1cccc(NC(=S)Nc2ccc(CN3CCOCC3)cc2)c1,1%,11%,4%,-14%,-5%,-3.9%,4%,5%
CC(C)(C)C1CCC2(CC1)CC(=O)c1ccccc1O2 (stereo unspecified),1%,22%,-23%,-16%,1%,u,9%,1%
CN(C)/C=N/c1nc2ccc3c(c2s1)CCCC3,-1%,11%,12%[46.1 µM],-7%,6%,-1.1%,-7%,3%
CC(C)(C)OC(=O)N1CCC(c2c(C(=O)NCc3ccc4c(c3)OCO4)cnn2-c2ccccc2Cl)CC1,-1%,x,x,-19%,6%,3.4%,x,-6%
CC(=O)Oc1ccc(C(c2ccc(OC(C)=O)cc2)c2ccccn2)cc1,2%,5%,10%,-9%&-8%,-4%&-4%,1.9%,11%,1%
COc1cc(CNn2cn[nH]c2=S)cc(Cl)c1OCc1ccccc1,-4%,-1%,-12%[46.1 µM],-16%,2%,0.0%,-2%,-5%
